# Assay outcomes: PubChem BioAssay, National Center for Advancing Translational Sciences (NCATS)
# RXFP1 antagonist: blocks the human relaxin receptor RXFP1; 350,000 tested, 0.59% active; Q9HBX9; activity change, negative = inhibition, % at 57.5 µM; AID 1259400; HEK293-RXFP1, relaxin-stimulated cAMP HTRF, 30 min; active compounds read low;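 active = activity change of -60% or lower, but not beyond a set lower limit; inconclusive = change between -60% and -40%, or beyond the set limit; inactive = change above -40%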; note: % is set by controls: 0 for no effect and ±100 for the full control effect
# D1 agonist: human D1 receptor agonism | AID 504660 | P21728 | HEK293 T-REx D1 cells, calcium flux, agonist mode | 360,000 tested, 1% active | activation, % at 2 µM; in the data active = activation above about 30%; note: 0% is about no effect
#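 Agonism was scored from calcium flux recorded over 180 s (1 read/s) after pintool compound addition, following a 10-cycle baseline. Cells were inducible force-coupled HEK293 TREx D1, plated overnight at 30 C and loaded with no-wash calcium dye.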
# Apoferritin bind: candidate novel general anesthetic via apoferritin binding; apoferritin/1-aminoanthracene competitive binding, fluorescence; Potency, µM (series often up to 77.5 µM), inactives show at the highest dose activity change, negative = displacement, actives largely listed as inhibitors; 350,000 tested, 0.074% active; AID 485281; note: potency is the fitted concentration of half-maximal effect; % is set by controls: 0 for no effect and ±100 for the full control effect; nearly all actives have a fitted effect of over 20% in size
# Target sequence (P02791 2-175 limits assumed): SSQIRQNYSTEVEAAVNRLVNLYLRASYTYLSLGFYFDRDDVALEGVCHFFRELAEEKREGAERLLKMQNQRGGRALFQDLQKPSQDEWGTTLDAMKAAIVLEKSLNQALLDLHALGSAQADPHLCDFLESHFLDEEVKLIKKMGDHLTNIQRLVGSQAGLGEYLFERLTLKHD
#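 Horse-spleen apoferritin (10 uM) in 50% saturated 1-aminoanthracene in PBS was incubated 10 min at room temperature with compound. Fluorescence (ex 380, em 535 nm) was normalized to free and bound 1-AMA, with concentration-response fitted by a four-parameter Hill equation.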
# D1 potentiator: potentiators of human D1 dopamine receptor | HEK293 TREx D1 cells, calcium flux, dopamine EC20 potentiation | potentiation, % at 10 µM | 360,000 tested, 0.036% active | AID 504651; in the data active = potentiation above about 30%; note: 0% is about no effect
# D2 PAM: D2 dopamine receptor (human) potentiation. HEK293 T-REx D2, calcium flux, EC20 dopamine potentiation. P14416. 340,000 tested, 0.34% active. potentiation, % at 10 µM;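 active = potentiation over 3 SD above the plate norm, cut at about 30% in these data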; note: 0% is about no effect
# Target sequence (P14416 whole entry, looked up): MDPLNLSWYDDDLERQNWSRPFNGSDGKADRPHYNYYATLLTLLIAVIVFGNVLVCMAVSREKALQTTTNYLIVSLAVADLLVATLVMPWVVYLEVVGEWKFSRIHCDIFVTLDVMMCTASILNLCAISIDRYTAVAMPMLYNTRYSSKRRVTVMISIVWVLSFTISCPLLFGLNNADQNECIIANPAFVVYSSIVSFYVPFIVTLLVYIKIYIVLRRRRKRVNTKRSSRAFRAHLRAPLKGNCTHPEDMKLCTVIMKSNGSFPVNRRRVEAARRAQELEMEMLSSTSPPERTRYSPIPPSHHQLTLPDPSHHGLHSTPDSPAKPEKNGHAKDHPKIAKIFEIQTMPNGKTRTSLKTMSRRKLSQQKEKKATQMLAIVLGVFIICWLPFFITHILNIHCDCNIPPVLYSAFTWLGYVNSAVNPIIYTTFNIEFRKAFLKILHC
#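 Potentiation of an EC20 dopamine calcium response is measured in a force-coupled, tetracycline-inducible Hek293 Trex D2 line. Compound-only kinetic reads over 180 s flag agonists before dopamine addition.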
# RXFP1 ag: agonists of human relaxin receptor RXFP1; HEK293T-RXFP1 cAMP TR-FRET, 30 min; response scale: percent of porcine relaxin response, buffer zero; AID 2676; 370,000 tested, 0.3% active; Potency, µM (series often up to 57.5 µM), for the others: at the top dose activation, most hits filed as activators; Q9HBX9; note: potency is the fitted concentration of half-maximal effect; % is set by controls: 0 for no effect and ±100 for the full control effect; nearly all actives have a fitted effect of over 60% in size; many of its hits are not listed in these tables
#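 cAMP rise read by TR-FRET after 30 min, 37C compound exposure (up to 58 uM) in RXFP1-transfected HEK293 cells with Ro 20174 present. EC50 from Hill-equation fits, with 29 nM porcine relaxin as 100% and buffer as basal.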
# D1 antagonist: antagonists of human D1 dopamine receptor | P21728 | HEK293 TREx D1 cells, calcium flux, dopamine EC80; active compounds read low | activity change, negative = inhibition, % at 10 µM | 360,000 tested, 3.2% active | AID 504652; in the data active = activity change below about -30%; note: % is set by controls: 0 for no effect and ±100 for the full control effect
#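 Tetracycline-induced HEK293 T-REx cells with force-coupled D1 receptor were loaded with a no-wash calcium dye. Compound was added after a 10 s baseline and read kinetically for 180 s; EC80 dopamine was then added and calcium flux followed another 180 s.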
# TRHR enhancer: allosteric enhancers of human TRH receptor. TRHR cells, fluo-8 calcium fluorescence, EC20 TRH enhancement. enhancement, % at 2 µM. 360,000 tested, 0.66% active. AID 493056; in the data active = enhancement above about 30%; note: 0% is about no effect
# Target sequence (P34981 whole entry, looked up): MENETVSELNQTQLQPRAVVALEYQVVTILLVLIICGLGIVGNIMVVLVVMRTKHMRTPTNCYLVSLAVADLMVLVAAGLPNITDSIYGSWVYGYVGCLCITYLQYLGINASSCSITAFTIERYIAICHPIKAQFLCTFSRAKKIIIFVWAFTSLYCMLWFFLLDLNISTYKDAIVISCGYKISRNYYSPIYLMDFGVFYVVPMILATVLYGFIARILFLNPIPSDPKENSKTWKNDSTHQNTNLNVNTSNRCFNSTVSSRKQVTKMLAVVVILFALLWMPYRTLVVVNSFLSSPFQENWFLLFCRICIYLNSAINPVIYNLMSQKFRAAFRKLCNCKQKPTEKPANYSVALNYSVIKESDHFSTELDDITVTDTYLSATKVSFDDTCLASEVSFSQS
#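 Enhancer read-out: after compound pinning and an initial kinetic agonist-mode read, an EC20 of TRH (10 nM final) was injected and fluo-8 calcium signal (Ex 480/Em 530) followed at 1 s/cycle for 100 cycles in TRHR-expressing cells.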
# TRHR agonist: TRH receptor (human) agonism; 360,000 tested, 0.18% active; TRHR cells, calcium flux fluo-8, FDSS agonist mode; activation, % at 2 µM; AID 493084; P34981; in the data active = activation above about 30%; note: 0% is about no effect
#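 TRHR-expressing cells loaded with fluo-8 calcium dye; 23 nL library compound pin-transferred, kinetic FDSS fluorescence (Ex 480/Em 530) recorded about 180 s for agonist-induced calcium release, before a 10 nM TRH EC20 addition for potentiator mode.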
# The depositor's hits bear a star; u = inconclusive; x = not tested or not shown; [ ] = remark or other dose. Unless noted, calls come from the whole dose curve; as a rule, active = well fitted curve in the direction sought with a large enough effect; inconclusive = small, poorly fitted or top-dose-only effect, or another doubt; inactive = no such curve, though single readings can be large; an effect the other way counts as inactive or inconclusive. Not all compounds are listed; rates above refer to the full screens.
SMILES,RXFP1 antagonist,D1 agonist,Apoferritin bind,D1 potentiator,D2 PAM,RXFP1 ag,D1 antagonist,TRHR enhancer,TRHR agonist
COc1ccc(/C=N/NC(=O)CNC(=O)c2ccc3c(c2)OCCO3)c(C(=O)O)c1OC,17,2,-20%,-5,-15,-1.4%,5,30*,0.3
COc1ccccc1N1CCN(C(=O)C2CCN(S(=O)(=O)c3ccccc3)CC2)CC1,10,1,-11%,-4,10,0.9%,-1,-5,-0.1
O=C(CN1C(=O)NC(Cc2ccccc2)C1=O)Nc1ccc(F)cc1 (centres undefined),4,2,-14%,-9,-3,-0.1%,-86*,4,-0.2
C=C[C@@H]1c2c(F)cccc2N(S(=O)(=O)c2ccc(C)cc2)[C@H](c2ccc(OC(C)=O)cc2)C1(C#N)C#N,x,2,x,-1,-6,1.8%,4,-3,0.3
CC1C(c2ccccc2)=[N+]([O-])C2(CCCCC2)N1O (centres undefined),0,0,-7%,-2,5,0.0%,9,4,-0.3
COC(=O)c1ccc(NC(=O)CSc2nccn2Cc2ccc(Cl)cc2)cc1,-6,4,u,-6,-3,3.2%,-7,1,0.3
O=C(Nc1ccccc1)c1cccc(S(=O)(=O)Oc2ccc([N+](=O)[O-])cc2)c1,-9,18,0%,-5,-3,1.5%,-30*,3,-1.9
Cc1ccc2c(CC(=O)Nc3nnc(C(C)C)s3)coc2c1C,-12,-1,-9%,-1,4,-0.1%,16,-2,-0.1
CCCNC(=O)C1CCC(Cn2c(=O)c3sccc3n(CC(=O)N3CCCC3)c2=O)CC1 (centres undefined),2,2,11%,-3,1,-1.0%,-2,-3,0.3
COc1ccc(C2CCN(Cc3cccnc3)CC2O)cc1 (centres undefined),-4,1,-8%,1,4,1.1%,11,-2,0.4
N#C/C(=C\C1CC=CCC1)c1nc2ccccc2[nH]1 (centres undefined),6,22,u,-10,4,-0.7%,-35*,-6,-0.3
CC(OC(=O)CNC(=O)c1ccc(Cl)c([N+](=O)[O-])c1)C(=O)NCc1ccco1 (centres undefined),-11,3,x,-4,-8,1.8%,-14,-2,-0.1
CCOC(=O)CS(=O)(=O)c1ccc(C(F)(F)F)cn1,-1,0,-4%,0,8,0.8%,-12,0,0.1
CCn1cc(C(=O)Nc2cccc(C)c2)c(=O)c2ccc(C)nc21,x,3,-7%,-6,1,0.2%,-7,-5,0.0
Cc1ccc(N)cc1-n1c(C)ccc1C,2,3,2%,-3,-7,3.2%,-18,0,0.9
Cc1ccc(NC(=O)c2c(C)oc3ccc(O)c(CN4CCN(Cc5ccccc5)CC4)c23)cc1,-18,1,-6%,2,2,-0.1%,7,-1,-0.1
C=CCn1c(=O)/c(=C\c2ccsc2)s/c1=C(/C#N)C(=O)NCCN1CCOCC1,-5,0,3%,1,2,0.0%,13,0,-0.1
COCCN1C=C2C(=O)C(C)(OC(=O)CCc3ccccc3)C(=O)C=C2C=C1c1ccc(C#N)cc1 (centres undefined),x,0,-6%,0,-3,0.4%,10,-2,0.2
CCOC(=O)N1CCN(S(=O)(=O)N2CCCC(C(=O)NCCCN3CC(C)CC(C)C3)C2)CC1 (centres undefined),13,1,-5%,-2,2,2.9%,-12,-1,0.3
O=C(NCc1ccco1)C1CCN(S(=O)(=O)c2ccccc2C(F)(F)F)CC1,2,1,x,-4,1,-0.7%,-8,1,0.0
Cc1ccc(-n2nnnc2SCc2nnc(-c3ccccc3Br)o2)cc1,-6,3,-22%,-6,11,-0.2%,-13,-1,-0.1
COC(=O)c1ccccc1NC(=O)/C=C/c1cc(OC)c(OC)c(OC)c1,-7,5,-14%,1,1,-0.1%,2,3,-2.7
COc1ccc(C)cc1Nc1nc(-c2c[nH]c3ccccc23)cs1,-29,2,-21%,-10,10,0.9%,-3,4,0.1
C=CCOc1c(CNC2CCCC2)cc(Cl)cc1OC,-7,4,-7%,-4,2,1.7%,-18,1,2.0
Cc1ccc(CNC(=O)CCCn2c(=O)c3ccccc3n(Cc3ccc(Cl)cc3)c2=O)cc1,x,0,-6%,-1,5,1.2%,5,-4,-0.6
Cc1ccc(-n2nc3cc(C)c(NC(=S)NC(=O)/C=C/c4ccco4)cc3n2)cc1,-5,17,-20%,-2,8,12%,-4,0,1.1
COc1ccc2c(c1)OC[C@H]1[C@H]2N2C(=O)c3cc(Br)ccc3NC(=O)[C@@]2(C)[C@H]1c1ccccc1,x,8,x,-7,6,1.7%,-19,-4,0.9
CC1CCc2nn(CC(=O)Nc3c(F)cc(F)cc3Br)cc2C1 (centres undefined),-9,-1,-16%,x,-1,0.4%,-2,-2,-0.6
CN1CCN(C(=S)NC(=O)c2ccc(S(=O)(=O)N3CCOCC3)cc2)CC1,3,2,-3%,-3,6,1.3%,3,-4,0.6
CCOc1ccc(C2c3c(oc4ccc(C)cc4c3=O)C(=O)N2CCCN(C)C)cc1OC (centres undefined),-9,4,39%[activator],-2,3,0.1%,-19,21,0.5
Cn1c2ccccc2c2cc([N+](=O)[O-])ccc21,-7,1,-7%,1,3,12%,-6,2,-0.4
CCS(=O)(=O)N1CCC(C(=O)N2CCN(c3ccccc3)CC2)CC1,2,2,3%,0,5,-0.4%,11,3,0.4
COC(=O)CC(=O)CSc1nc(C)cc(C)c1C#N,-3,-1,0%,1,1,5.1%,7,-2,0.4
Cc1c(Cl)cccc1NC(=O)Cn1c(=O)nc(-c2ccccc2)c2ccccc21,0,7,13%,0,12,18%,-4,-9,-1.1
Cc1cccc2cc(CN(CC3CCCO3)S(=O)(=O)c3ccccc3)c(=O)[nH]c12 (centres undefined),26,1,-13%,-6,7,1.6%,7,-11,-0.5
CCOC(=O)C1(CCOc2ccccc2)CCN(Cc2ccncc2)CC1,-8,5,-9%,8,-15,0.2%,0,-2,-0.1
N#C/C(=N\Nc1ccc(S(=O)(=O)N2CCCCCC2)cc1)C(N)=S,-22,11,u,-7,10,3.0%,-14,21,-0.4
COc1ccc(CCNC(=O)c2nc(SCc3ccccc3F)ncc2Cl)cc1OC,-12,33*,u,3,-4,0.2%,-3,-3,4.4
COc1cc(C=O)c(Br)cc1OCc1ccc(C)cc1,5,4,u,14,-8,4.6%,7,1,0.3
O=C(COC(=O)Cc1ccc(S(=O)(=O)N2CCOCC2)s1)Nc1ccc2c(c1)OCO2,-5,16,1%,5,9,0.6%,2,-6,0.5

# For convenience, some entries already given:
SMILES,RXFP1 antagonist,D1 agonist,Apoferritin bind,D1 potentiator,D2 PAM,RXFP1 ag,D1 antagonist,TRHR enhancer,TRHR agonist
Cn1c2ccccc2c2cc([N+](=O)[O-])ccc21,-7,1,-7%,1,3,12%,-6,2,-0.4
CCS(=O)(=O)N1CCC(C(=O)N2CCN(c3ccccc3)CC2)CC1,2,2,3%,0,5,-0.4%,11,3,0.4
COC(=O)CC(=O)CSc1nc(C)cc(C)c1C#N,-3,-1,0%,1,1,5.1%,7,-2,0.4
Cc1c(Cl)cccc1NC(=O)Cn1c(=O)nc(-c2ccccc2)c2ccccc21,0,7,13%,0,12,18%,-4,-9,-1.1
Cc1cccc2cc(CN(CC3CCCO3)S(=O)(=O)c3ccccc3)c(=O)[nH]c12 (centres undefined),26,1,-13%,-6,7,1.6%,7,-11,-0.5

# More entries.
SMILES,RXFP1 antagonist,D1 agonist,Apoferritin bind,D1 potentiator,D2 PAM,RXFP1 ag,D1 antagonist,TRHR enhancer,TRHR agonist
CCOc1ccc(NS(=O)(=O)c2ccc(C(=O)NCC(c3ccccc3OC)N3CCCC3)cc2)cc1 (centres undefined),-16,14,x,0,15,1.3%,16,11,3.6
Cc1cc(C)c(OCC(=O)NCC(C)(C)N2CCOCC2)c(C)c1,16,6,x,-3,5,0.9%,-4,20,0.0
CCc1ccc(NC(=O)C(=O)NNC(=O)c2cccs2)cc1,-21,-1,-2%,0,-10,3.2%,-7,5,-0.3
CCCN1C(=O)c2cc(C(=O)NCCc3cccc(C)c3)ccc2C1O (centres undefined),x,2,-6%,-9,7,1.4%,-7,0,0.3
CCn1cc2nc(SCc3cccc(C(F)(F)F)c3)n(Cc3ccc(C)cc3)c(=O)c2n1,x,4,3%,4,3,-0.3%,-6,-2,0.9
CCOc1ccccc1-n1c(N)c(C(=O)OC)c2nc3ccccc3nc21,x,0,73%[activator],-1,-3,-0.1%,-10,4,0.4
Cc1cc(OCC(=O)NCCN2CCOCC2)c2c(C)c(C)c(=O)oc2c1,4,2,-9%,17,33*,-0.1%,14,15,0.0
CC(C)c1nc2ccc(C(=O)NC(C)c3ccccc3)cc2o1 (centres undefined),x,3,-26%,-2,-6,3.3%,9,5,-0.5
CCOC(=O)c1c(-c2ccccc2)csc1NC(=O)CSc1nnc(C)s1,-10,4,7%,-8,-16,1.4%,-12,-4,-0.8
Cc1ccccc1N1CCN(Cc2nc(Cc3ccccc3F)no2)CC1,-15,3,-1%,-7,1,4.6%,-18,-3,-0.5
Cc1ccc(C(=O)CN(C(=O)c2ccc(Cl)cc2)N2C(=O)c3ccccc3C2=O)cc1,-13,0,-11%,-4,-2,-2.7%,1,-6,0.2
CCCOC(=O)c1ccc(Cl)c(NC(=O)c2cccnc2)c1,x,-1,-6%,1,-1,-0.7%,3,-2,0.4
CC(=O)N1c2c(cc(Br)cc2S(=O)(=O)NCC2COc3ccccc3O2)CC1C (centres undefined),9,4,-14%,3,-18,-0.7%,-3,7,-0.6
CCOc1ccc(C2/C(=C(\O)c3ccc4c(c3)OCCO4)C(=O)C(=O)N2CCCn2ccnc2)cc1OC (centres undefined),-4,-1,-4%,-6,5,0.6%,3,-3,0.1
O=C(CN1CCOCC1)Nc1c(C(=O)C2CC2)oc2ccccc12,1,3,-13%,1,2,3.0%,-3,4,0.7
CC(=O)Nc1ccc(-c2ccnc(-c3ccc(NC(C)=O)cc3)n2)cc1,0,1,-7%,2,6,19%,-24,5,0.7
CC1CCN(C(=O)CSc2nc(-c3ccc(C(C)C)cc3)no2)CC1,-15,17,55%[activator],-1,-4,-0.9%,2,2,1.8
O=C(CSc1nc2ccccc2s1)N/N=C/c1cc([N+](=O)[O-])ccc1O,-8,1,-19%,-4,9,-2.1%,-15,4,-0.1
CCCCCC(=O)Nc1c(-c2ccc(OC)cc2)c(=O)c2ccccc2n1C,9,-1,-8%,6,-2,1.2%,-13,-15,-0.4
Oc1cccc(/C=N/NC(=S)Nc2cccnc2)c1O,-15,1,-7%,-1,-10,-0.6%,1,12,0.2
